FBW7 act: FBW7 E3 ligase activators, primary screen, biochemical, AlphaScreen, human | F-box/WD repeat-containing protein 7 (Homo sapiens), Q969H0 | AlphaScreen FBW7–phospho-cyclin E peptide binding, activator screen | hit rate 0.13% among 650,000 | AID 1259310, 2017 | normalized activity (activation), % at 26.1 µM; in the data active means normalized activity above about 1.9%;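 further: purified mutant Fbw7 with reduced substrate affinity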
GPR151 activ: activators of human GPR151, primary screen, cell-based, PathHunter beta-arrestin, luminescence. G-protein coupled receptor 151 (Homo sapiens), Q8TDV0. PathHunter beta-arrestin GPR151 cells. activation, % at 11.2 µM. hit rate 1% among 650,000; in the data active means activation above about 4.9%;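 further: 0% = median of compound wells and 100% = cells with positive control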
Target sequence (Q8TDV0 whole entry, looked up): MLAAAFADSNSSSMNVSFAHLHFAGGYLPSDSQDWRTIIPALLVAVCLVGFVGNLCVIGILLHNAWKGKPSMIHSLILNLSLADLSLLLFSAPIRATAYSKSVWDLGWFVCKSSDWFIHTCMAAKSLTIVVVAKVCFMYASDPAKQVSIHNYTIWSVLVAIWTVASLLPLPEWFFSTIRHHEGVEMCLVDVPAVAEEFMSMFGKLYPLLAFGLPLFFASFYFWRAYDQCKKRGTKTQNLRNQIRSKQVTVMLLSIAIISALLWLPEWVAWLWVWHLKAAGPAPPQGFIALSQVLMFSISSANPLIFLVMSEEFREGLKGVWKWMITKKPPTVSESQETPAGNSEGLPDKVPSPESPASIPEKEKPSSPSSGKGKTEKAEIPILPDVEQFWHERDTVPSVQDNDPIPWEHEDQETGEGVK
MITF inh: MITF inhibitors, primary screen, biochemical, AlphaScreen, human; Microphthalmia-associated transcription factor (Homo sapiens), O75030; AlphaScreen MITF homodimerization, bead proximity signal; inhibition, % at 2.6 µM; hit rate 0.91% among 650,000; AID 1259374, 2018; in the data active means inhibition above about 50%;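 further: 0% = vehicle wells with protein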
Target sequence (O75030 whole entry, looked up): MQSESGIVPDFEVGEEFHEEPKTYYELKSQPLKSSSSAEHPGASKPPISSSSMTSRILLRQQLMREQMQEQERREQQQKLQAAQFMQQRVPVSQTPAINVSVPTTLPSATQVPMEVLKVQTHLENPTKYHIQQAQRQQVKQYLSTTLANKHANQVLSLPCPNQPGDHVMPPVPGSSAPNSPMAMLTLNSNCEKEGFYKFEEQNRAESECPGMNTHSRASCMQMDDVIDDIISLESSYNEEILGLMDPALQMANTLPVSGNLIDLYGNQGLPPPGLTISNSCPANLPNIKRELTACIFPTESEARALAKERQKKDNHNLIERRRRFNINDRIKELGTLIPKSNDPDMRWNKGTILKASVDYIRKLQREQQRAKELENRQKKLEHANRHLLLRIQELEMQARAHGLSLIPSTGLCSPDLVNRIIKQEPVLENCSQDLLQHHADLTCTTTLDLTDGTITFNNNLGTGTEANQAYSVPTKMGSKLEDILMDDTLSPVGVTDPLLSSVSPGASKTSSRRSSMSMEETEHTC
TEAD-YAP block: TEAD-YAP interaction inhibition, primary screen, TEAD-YAP interaction inhibitor project, luminescence, HEK-TIYL cells. TEAD-Gal4/YAP UAS-luciferase luminescence. inhibition, % at 9.12 µM. hit rate 1.4% among 640,000. AID 1259422, 2018; in the data active means inhibition above about 32%;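 further: 0% = median of test compound wells and 100% = reference inhibitor wells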
Starred values were filed as active, the others as inactive; & = joins results of further samples.

SMILES	FBW7 act	GPR151 activ	MITF inh	TEAD-YAP block
COC(=O)CNC(=O)c1ccc(NC(C)=O)cc1	0.0	0.6	9.0	-6.0
COC(=O)c1ccccc1NC(=S)NC(=O)c1cc(OC)cc(OC)c1	-0.1	-1.2	12.3	-6.8
Cc1ccc(NCc2nnc(SCC(=O)N3CCCC(C)C3)n2C)cc1 (centres undefined)	0.2	-0.3	5.4	-0.8
CN=C(Nc1cccc(F)c1)SC1CC(=O)N(c2ccc(C(=O)O)cc2)C1=O (centres undefined)	0.0	-0.6	-3.6	4.3
CN1CCN(C(=O)c2cccc3c2SCCC3=O)CC1	0.0	0.5	4.3	5.3
CN(C)c1ncc(CN2CCC3(CC2)NC(=O)c2ccccc2O3)cn1	-0.1	2.1	-9.0	-1.1
N#Cc1c(NC(=O)CSc2nc3ccccc3s2)sc2c1CCCC2	-0.1	1.5	-1.9	17.6
O=C(NCC1CCCN(Cc2ccccn2)C1)c1cccs1 (centres undefined)	0.7	3.5	7.2	2.9
Cn1c2ccccc2n2ncnc12	0.4	-0.8	15.3	-11.8
COc1ccc(-c2cc3nc(C)c(CCC(=O)NCc4ccccc4)c(C)n3n2)c(OC)c1	0.2	-0.6	16.1	-3.0
N#Cc1c(NC(=O)CN2CCCCCC2)sc2c1CCCC2	-0.1	0.1	-2.3	-3.8
Cc1ccccc1OCC(=O)NCCS(=O)(=O)N1CCc2ccccc2C1	-0.1	-1.2	-3.8	1.1
COc1ccc(CC(=O)Nc2c3c(nn2-c2cccc(Cl)c2)CSC3)cc1	-0.1	1.2	-1.6	2.4
COC(=O)Cn1cnc2c(cnn2-c2ccc(C)c(C)c2)c1=O	0.3	-0.7	13.1	-29.5
CCOCCCNC(=O)C1CCN(c2nc(C)cc(OC)n2)CC1	0.4	-0.7	-7.2	-7.8
NNC(=O)c1ccc(OCC(O)CN2CCN(c3ccc(F)cc3)CC2)cc1 (centres undefined)	-0.1	-0.1	1.4	6.2
Cc1cnc(C)c(-c2cccc3c2OC(CNC(=O)c2ccsc2)C3)n1 (centres undefined)	-0.1	-1.0	-1.2	-3.1
c1nc(NC2CC2)c2[nH]c(N3CCOCC3)nc2n1	-0.1	5.0*	8.9	3.7
Cc1ccccc1C(=O)NC1CCS(=O)(=O)C1 (centres undefined)	-0.3	-0.4	-5.9	-3.9
CCOC(=O)c1ccccc1NC(=O)c1ccc(Cl)c([N+](=O)[O-])c1	0.0	-2.7	10.4	-4.6
O=C(CCC(=O)N(Cc1ccccc1)Cc1ccccc1)Nc1ccc2c(c1)OCO2	-0.1	-0.5	-7.6	5.4
CCCCN(C)S(=O)(=O)c1ccc(C(=O)N2CCN(c3nc4ccccc4s3)CC2)cc1	-0.1	1.6	-2.4	5.2
Cc1ccccc1/C=N/NC(=O)c1ccco1	0.0	-1.5	2.4	-55.3
CCCOc1ccc(N2C(=O)CC(NCC34CC5CC(CC(C5)C3)C4)C2=O)cc1 (centres undefined)	0.0	5.2*	1.4	5.5
COc1ccc(-n2nc(C(=O)N3CCN(c4ccccc4OC)CC3)c3ccccc3c2=O)cc1	0.1	-0.1	1.9	9.0
CCCCC(=O)Nc1cc([N+](=O)[O-])ccc1OC	-0.2	-0.1	-2.2	-1.7
CCCCSc1nnc2c(n1)OC(c1ccccn1)Nc1ccc(Br)cc1-2 (centres undefined)	-0.2	0.4	-2.0	-4.4
Cc1ccc2onc(CNC(=O)N3CCCC(C)C3)c2c1 (centres undefined)	-0.2	6.9*	-10.0	-19.0
COc1ccc(Nc2ccnc3c(-c4ccc(OC)nc4)cnn23)cn1	0.1	-0.1	4.8	-14.7
N#Cc1cc2c(=O)n3ccccc3nc2n(-c2ccc([N+](=O)[O-])cc2)c1=O	0.1	1.9	-0.5	-11.6
COc1ccc2oc(=O)c(NC(=O)c3ccccc3)cc2c1	0.0	1.1	12.7	-9.6
CCCCn1c(CNC(=O)c2c(F)cccc2Cl)nnc1SCC(=O)Nc1sc(C(=O)OCC)c(C)c1C(=O)OCC	0.1	0.8	-0.7	-2.0
CCOc1ccc(S(=O)(=O)NNC(=O)c2cc(-c3ccco3)nc3ccccc23)cc1	0.0	-0.3	9.2	4.0
CC(=O)c1ccc(NC(=O)c2ccn[nH]2)cc1	-0.1	-5.3	-4.7	10.9
CC(=O)Nc1ccc(NC(=O)c2cc(-n3cnnc3)ccc2Cl)cc1	0.5	-0.4	0.5	-11.1
COC(CN(C)C(=O)C1CCCN(S(=O)(=O)c2ccc3c(c2)oc(=O)n3C)C1)OC (centres undefined)	0.0	-0.2	6.2	3.5
O=C1OC(c2cccc3ccccc23)=N/C1=C\c1coc2ccc(Cl)cc2c1=O	0.1	1.8	5.6	-4.6
CN(c1ccccc1)c1ccc(CN2CCc3nnc(C4CCCO4)n3CC2)cc1 (centres undefined)	-0.1	-1.2	6.0	6.6
CCS(=O)(=O)N1CC=C[C@@H]1C(=O)NCc1ccc(OC)cc1	0.0	1.1	6.9	4.2
Nc1nnc(CCCCc2cccs2)o1	0.6	0.1	3.4	5.1

Copied from above, 13 compounds:
SMILES	FBW7 act	GPR151 activ	MITF inh	TEAD-YAP block
Cc1ccc2onc(CNC(=O)N3CCCC(C)C3)c2c1 (centres undefined)	-0.2	6.9*	-10.0	-19.0
COc1ccc(Nc2ccnc3c(-c4ccc(OC)nc4)cnn23)cn1	0.1	-0.1	4.8	-14.7
N#Cc1cc2c(=O)n3ccccc3nc2n(-c2ccc([N+](=O)[O-])cc2)c1=O	0.1	1.9	-0.5	-11.6
COc1ccc2oc(=O)c(NC(=O)c3ccccc3)cc2c1	0.0	1.1	12.7	-9.6
CCCCn1c(CNC(=O)c2c(F)cccc2Cl)nnc1SCC(=O)Nc1sc(C(=O)OCC)c(C)c1C(=O)OCC	0.1	0.8	-0.7	-2.0
CCOc1ccc(S(=O)(=O)NNC(=O)c2cc(-c3ccco3)nc3ccccc23)cc1	0.0	-0.3	9.2	4.0
CC(=O)c1ccc(NC(=O)c2ccn[nH]2)cc1	-0.1	-5.3	-4.7	10.9
CC(=O)Nc1ccc(NC(=O)c2cc(-n3cnnc3)ccc2Cl)cc1	0.5	-0.4	0.5	-11.1
COC(CN(C)C(=O)C1CCCN(S(=O)(=O)c2ccc3c(c2)oc(=O)n3C)C1)OC (centres undefined)	0.0	-0.2	6.2	3.5
O=C1OC(c2cccc3ccccc23)=N/C1=C\c1coc2ccc(Cl)cc2c1=O	0.1	1.8	5.6	-4.6
CN(c1ccccc1)c1ccc(CN2CCc3nnc(C4CCCO4)n3CC2)cc1 (centres undefined)	-0.1	-1.2	6.0	6.6
CCS(=O)(=O)N1CC=C[C@@H]1C(=O)NCc1ccc(OC)cc1	0.0	1.1	6.9	4.2
Nc1nnc(CCCCc2cccs2)o1	0.6	0.1	3.4	5.1

Next section:
SMILES	FBW7 act	GPR151 activ	MITF inh	TEAD-YAP block
CCc1cccc(NS(=O)(=O)c2cccc3nsnc23)c1	0.0	-0.9	5.8	-6.6
CCc1ccc(N2C(=O)C(Cl)=C(NC3CCCCC3)C2=O)cc1	0.0	1.6	64.3*	-4.3
Cc1ccc(OC(=O)N2CCN3C(=O)[C@H](C)NC(=O)[C@H]3C2)cc1	0.0	1.0	-12.4	3.4
CNC(=O)CCCn1c(=O)c2cccn2c2ccccc21	1.5	-0.6	16.5	1.9
CC(=O)N1N=C(c2ccc3ccccc3c2)OC12CCCC2	0.0	-0.1	-3.4	-2.9
COc1ccccc1NC(=O)C1=C(C)Nc2ncnn2C1c1cccc(O)c1 (centres undefined)	-0.1	0.0	9.7	-5.5
COc1ccc(-n2nc(C(=O)NCC(=O)N3CCN(c4cccc(Cl)c4)CC3)c3ccccc3c2=O)cc1Cl	0.0	1.9	-5.8	6.4
O=C(CNc1ccc(Br)cc1)Nc1ccc2[nH]c(=O)[nH]c2c1	-0.2	-0.6	0.4	-11.1
CN(c1ccc(C(=O)CCl)cc1)S(C)(=O)=O	0.1	-1.5	-4.8	6.5
O=C(O)CCC(=O)Nc1ccc(NCc2cccnc2)c(C(=O)O)c1	-0.1	0.0	7.7	7.2
Cc1ccc(NC(=O)NC2(C(F)(F)F)Oc3ccccc3O2)cc1F	0.0	0.8	21.2	-7.0
O=C(O)CCC(=O)Nc1cccc(-c2nc3cc4ccccc4cc3[nH]2)c1	0.0	-5.5	-29.9	33.9*
CC(C)CNC(=O)C1CCN(Cc2ccc(F)cc2)CC1	0.0	-1.1	37.2	7.7
O=C(Nc1ccc(-c2nc3ncccc3o2)cc1)c1cc2ccccc2o1	-0.1	2.2	-11.5	6.4
COCCNC(=O)CC1Oc2ccc(C)cc2NC1=O (centres undefined)	0.1	-0.4	-4.6	-2.0
COc1cc2cc(C)c3nnc(SCC(=O)Nc4nc(C)cs4)n3c2cc1OC	-0.1	3.7	9.7	-5.8
O=[N+]([O-])c1cccc(/C=C/c2nc3ccccc3[nH]2)c1	-0.2	-6.0	-1.9	-35.3
O=C(c1ccc2c(=O)n(CCc3ccccc3)c(SCc3cccc(Cl)c3)nc2c1)N1CCOCC1	0.6	-0.9	-2.6	-6.2
O=C(O)C1CCCCC1C(=O)Nc1ccccc1Cl (centres undefined)	-0.1	-1.3	2.9	2.3
CCN(CC)S(=O)(=O)c1ccc(C(=O)Nc2nc3c(s2)CC(C)CC3)cc1 (centres undefined)	0.0	0.0	-7.1	6.7
CCN1CCN(CCCOc2ccc(C)cc2Br)CC1	-0.2	-1.3	62.9*	-0.2
CC(C)n1cnc2c(NCc3nc4ccccc4[nH]3)nc(Nc3ccc4ncccc4c3)nc21	-0.1	-1.5	12.9	40.5*
CC(NC(=O)Cn1c(NCCO)nc2ccccc21)C1CC2CCC1C2 (centres undefined)	0.0	-2.2	3.6	-1.8
COc1cc(OC)c(NC(=O)COc2cc(=O)n3ccccc3n2)cc1Cl	-0.1	0.3	2.5	-8.8
CCC1CCC(C(=O)NC(C(=O)NCc2ccco2)C(C)C)CC1 (centres undefined)	0.0	0.3	-12.2	0.8
CN1C(=O)C(=Cc2cc(Cl)ccc2OCc2ccccc2)C(=O)N(C)C1=O	0.0	2.3	-0.7	-2.5
O=C(N/N=C/c1ccc(Cl)cc1Cl)C1CC(=O)N(c2ccccc2)C1 (centres undefined)	0.5	-0.3	13.6	7.5
O=C(COC(=O)c1cc2ccccc2oc1=O)Nc1ccc(Br)cc1F	0.1	2.7	17.8	-6.9
O=C(N1CCCCC1)N1CCN(c2cc(Cl)ccc2Cl)CC1	0.0	1.0	22.2	0.1
O=C(Nc1ccc(NC(=O)c2cccs2)cn1)c1ccco1	-0.1	-1.9	4.4	-8.7
O=C(c1ccc2c(c1)N(Cc1ccccc1)C(=O)CS2)N1CCCC1	-0.1	1.5	2.4	5.2
COc1ncc(-c2cnc3ccc(NCCCO)nn23)c(OC)n1	1.2	-1.0	7.4	-8.5
COc1cccc2cc(C(N)=O)c(=Nc3ccccc3)oc12	0.0&0.1	-1.0&-0.4	1.2&-3.9	-57.7&-67.3
CC(C)(C)NC1CC(=O)N(c2cccc(Cl)c2)C1=O (centres undefined)	0.5	0.6	1.9	-15.7
CCOC(=O)Cc1nnc(NC(=O)Cc2ccccc2)s1	-0.2	-1.4	-2.5	-0.5
O=C(NCCN1Cc2ccccc2OC(c2ccccc2)C1)C1CCOC1 (centres undefined)	0.4	-0.9	1.5	-3.5
CSc1ccc2nc(Nc3nnc(-c4cccs4)o3)sc2c1	0.8	0.1	9.0	9.9
Cc1cc(NC2CC2)nc(-c2cccc(N)c2)n1	0.1	0.5	2.8	-24.4
O=C1CSC(c2ccc(Cl)cc2)N1c1ccc(Oc2ccc3ccccc3c2Cl)c(Cl)c1 (centres undefined)	0.0	-0.2	13.9	-1.6
COc1ccc(-c2cnc3ccc(N[C@H](CO)C(C)C)nn23)cc1	0.6	0.7	10.4	19.3
CCN(CC)c1ccc(C2NC(C)(C(=O)O)C3C(=O)N(c4ccccc4)C(=O)C23)c(O)c1 (centres undefined)	-0.2	-0.1	-1.5	4.9
O=C(NCCN1CCOCC1)c1ccc(CNC(=O)c2ccc(Br)cc2)cc1	0.0	-0.1	4.7	2.4
Clc1cccc(-n2cc(-c3ccccc3)c3c(NCC4CCCO4)ncnc32)c1 (centres undefined)	0.4	-2.1	13.0	3.9
O=C(c1cc(C2CC2)on1)N1CCN(c2ncccn2)CC1	1.0	-0.6	8.4	-2.6
COc1ccc2[nH]c3c(c2c1)CCOC31CCN(C(=O)NCc2ccccc2C)CC1	0.2	-0.7	-22.9	-1.9
C/C=C/C(=O)NCCOc1ccc(Cl)cc1Cl	0.0	-1.3	-43.9	-12.7
O=C(Nc1ccc(S(=O)(=O)N2CCCCC2c2cccnc2)cc1)c1ccc(Cl)cc1Cl (centres undefined)	-0.2	1.9	2.8	8.5
COc1ccc2nc(NC(=O)CSc3nnc(-c4ccoc4C)n3C)sc2c1	-0.2	-0.3	-4.0	-44.1
CC(=O)c1ccc(OCc2cc(C(=O)N(C)Cc3nc4c(C)cccc4[nH]3)no2)cc1	-0.1	-0.1	-12.6	13.9
Cc1cc(C)nc(S(=O)CC(O)COc2ccccc2)n1 (centres undefined)	-0.1	0.4	-13.9	-6.3
CCOC(=O)C1=C(C)N=c2s/c(=C/c3ccc(-c4ccccc4C#N)o3)c(=O)n2C1c1ccc(OC)cc1 (centres undefined)	0.0	-1.6	9.5	-0.7
Cc1ccc(CN2C(=O)CCC2c2nc(C)no2)cc1 (centres undefined)	0.1	0.3	3.9	5.2

Source: PubChem BioAssay
